Screening results deposited in PubChem BioAssay by several laboratories.
VHR inh abs: inhibitors of human VHR1 phosphatase (DUSP3); recombinant VHR phosphatase, pNPP absorbance; inhibition, % at 13.3 µM; 290,000 tested, 0.52% active; in the data active = inhibition above about 50%; note: some compounds called inactive have numbers as strong as hits
Target sequence (P51452 whole entry, looked up): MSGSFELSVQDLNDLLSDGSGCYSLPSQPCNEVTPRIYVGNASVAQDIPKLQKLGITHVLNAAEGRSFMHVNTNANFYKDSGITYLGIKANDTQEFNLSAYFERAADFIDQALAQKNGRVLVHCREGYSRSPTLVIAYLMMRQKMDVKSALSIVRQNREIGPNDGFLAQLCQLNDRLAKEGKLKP
MazF activator: activators of E. coli MazEF toxin-antitoxin RNase | FAM/BHQ RNA-DNA oligo cleavage fluorescence, 5 h | activation, % at 20 µM | 350,000 tested, 0.32% active; in the data active = activation above about 50%
GDH-TPI inh: inhibits GDH-TPI coupling enzymes, artifact for Mtb FBA screen; inhibition, % at 4.8 µM; AID 588335; GDH-TPI coupled enzyme counterscreen, NADH absorbance; 360,000 tested, 1.2% active; in the data active = inhibition above about 30%;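 note: 0% = DMSO wells and 100% = wells lacking the enzyme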
SARS 3CLpro inh: SARS-CoV 3CLpro protease inhibition | inhibition, % at 6 µM | AID 1706 | 290,000 tested, 0.14% active | P0C6X7 | recombinant SARS-CoV 3CLpro, quenched FRET peptide cleavage; in the data active = inhibition above about 12%
SSB-PriA inh: blocks PriA binding to SSB C-terminal tail; AlphaScreen SSBct-PriA binding, biotinylated peptide; inhibition, % at 33 µM; 430,000 tested, 0.6% active; AID 1272365; in the data active = inhibition mostly above about 37%, no sharp cut-off; inactive = mostly below about 20%;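 note: plate controls were negative control peptide for no effect and reference peptide for full effect; strong numbers were not always called active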
Vc quorum ag: quorum light induction in luxS cqsA deficient V. cholerae. AID 588436. activation, % at 18.7 µM. V. cholerae BH1578 lux reporter, luminescence, 6 h. 350,000 tested, 0.16% active; in the data active = activation mostly above about 9.7%, no sharp cut-off; note: not every result past the cut was called active; inactives centre near 0; reference of the scale not given here
BioA inh: inhibitors of Mycobacterium tuberculosis BioA enzyme. purified M. tuberculosis BioA enzyme, plate reader. inhibition, % at 9.99 µM. 360,000 tested, 0.096% active; in the data active = inhibition above about 40%
UGM FP inh: Mtb UDP-galactopyranose mutase inhibition. P9WIQ1. purified UGM, fluorescence polarization probe displacement. inhibition, % at 10 µM. 320,000 tested, 0.06% active. AID 504406; in the data active = inhibition above about 10%, passing the limit was not always enough
Target sequence (P9WIQ1 whole entry, looked up): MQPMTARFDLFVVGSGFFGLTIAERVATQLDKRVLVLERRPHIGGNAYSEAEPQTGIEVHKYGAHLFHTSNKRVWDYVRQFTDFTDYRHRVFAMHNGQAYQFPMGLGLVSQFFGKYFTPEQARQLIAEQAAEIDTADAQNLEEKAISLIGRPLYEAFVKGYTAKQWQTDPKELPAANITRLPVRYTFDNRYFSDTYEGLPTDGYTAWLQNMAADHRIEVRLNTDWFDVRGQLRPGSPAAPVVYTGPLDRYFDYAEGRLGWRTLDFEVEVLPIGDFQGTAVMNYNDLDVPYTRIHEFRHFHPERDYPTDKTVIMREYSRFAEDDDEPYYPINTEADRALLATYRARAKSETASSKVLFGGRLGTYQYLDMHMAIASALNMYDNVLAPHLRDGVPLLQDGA
Rv3671c inh: inhibits the M. tuberculosis serine protease Rv3671c; P9WHR9; inhibition, % at 5.96 µM; 320,000 tested, 0.048% active; in the data active = inhibition above about 38%;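 note: extracellular domain of Rv3671c used as enzyme; 0% = enzyme with DMSO and 100% = no enzyme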
Target sequence (P9WHR9 whole entry, looked up, the tested form may be a part): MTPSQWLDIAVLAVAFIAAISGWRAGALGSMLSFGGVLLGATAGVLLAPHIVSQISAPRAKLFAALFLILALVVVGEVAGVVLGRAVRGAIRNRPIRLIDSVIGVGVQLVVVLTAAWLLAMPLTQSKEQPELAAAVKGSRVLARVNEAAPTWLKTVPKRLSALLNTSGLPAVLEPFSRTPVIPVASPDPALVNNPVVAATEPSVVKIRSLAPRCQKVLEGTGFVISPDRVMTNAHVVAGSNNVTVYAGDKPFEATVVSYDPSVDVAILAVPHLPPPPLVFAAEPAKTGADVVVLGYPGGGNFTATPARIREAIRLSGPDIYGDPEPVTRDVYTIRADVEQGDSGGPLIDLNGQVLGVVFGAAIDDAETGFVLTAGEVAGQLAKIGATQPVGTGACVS
FBA Mtb inh: inhibitors of M. tuberculosis fructose-bisphosphate aldolase. P9WQA3. purified M. tuberculosis FBA, fluorescence read-out. inhibition, % at 1 µM. 360,000 tested, 2.3% active. AID 588726; in the data active = inhibition above about 27%;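 note: 0% = vehicle and 100% = reference inhibitor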
Active calls of the source: *; i = inactive; x = no result given; & = joins results of further samples.

SMILES	VHR inh abs	MazF activator	GDH-TPI inh	SARS 3CLpro inh	SSB-PriA inh	Vc quorum ag	BioA inh	UGM FP inh	Rv3671c inh	FBA Mtb inh
COc1cc(-n2c(C)nc3ncn(-c4ccccc4)c3c2=O)cc(OC)c1OC	x	4	5	x	x	-0.1	0.4	x	x	-1
CC(=O)Nc1ccccc1C(=O)OCc1ccc(C(=O)c2ccccc2)cc1	20	-9	10	1	-21	i	0.7	-1.6	-7	-1
COc1cccc(CNC(=O)c2ccc(S(=O)(=O)N3CCCC3)cc2)c1	24	5	5	-2	-11	-1.6	x	-1.9	-3	2
Cc1cc(C)n2nc(SCC#N)nc2n1	22	8	1	-5	1	-0.4	-0.1	-0.2	2	0
CC1CC2(CC(C)(C(=O)CSc3n[nH]c(-c4ccccc4Cl)n3)OC2=O)C(=O)O1 (centres undefined)	-20	2	14	-1	10	3.0	-1.0	-0.6	5	-3
CCCCCCC(=O)NC(Nc1ccc(S(N)(=O)=O)cc1)C(Cl)(Cl)Cl (centres undefined)	-3	-2	-11	1	7	-0.8	x	-0.4	-3	1
CCCn1nnc(NC(=O)c2ccc(OC)cc2)n1	7	6	-5	1	-6	-1.4	0.2	-4.1	2	0
O=C1CCN(CCCc2ccccc2)CCN1[C@H](CO)Cc1ccccc1	5	-22	-1	-2	x	-9.5	-1.0	1.3	-1	-1
O=C1CCC([N+](=O)[O-])C(c2ccccc2F)N1 (centres undefined)	19	-20	-2	0	9	i	-0.3	1.3	4	-3
Cc1ccccc1N(CC(=O)N1CCN(c2ccccc2)CC1)S(C)(=O)=O	6	5	4	-1	-1	-0.3	2.3	1.2	-2	28*
Cc1nn(S(=O)(=O)N2CCOCC2)c(C)c1Br	19	11	-3	0	6&-2	0.2	x	-2.2	0	1
Cc1ncc(CO)c2cc(C(=O)Nc3cccc(F)c3)c(=Nc3cccc(C(N)=O)c3)oc12	-16	12	-4	3	-1	i	-0.9	4.2	-10	3
O=C(C1CCCO1)N1CCc2ccccc21 (centres undefined)	-11	1	4	-9	-9	i	-0.8	0.3	-6	-1
CC(C)(C)NS(=O)(=O)c1ccc(NC(=O)C2CCCO2)cc1 (centres undefined)	11	9	0	-5	-31	0.7	0.3	0.7	1	0
COc1cccc(NC(=O)CSc2nnc(-c3cccnc3)o2)c1	x	-2	5	x	-7	i	4.6	0.5	3	3
CC1CCC(C(=O)NC(C(=O)NCCN2CCC(C)CC2)C(C)C)CC1 (centres undefined)	10	4	3	0	-6	-0.3	x	x	x	2
COc1cc(CN2CCN(CC3CC3)CC2CCO)cc(OC)c1 (centres undefined)	76	4	7	-7	2	0.7	-1.7	-0.7	5	0
COc1ccc(O)c(/C=C2/SC(=S)N(Cc3ccccc3)C2=O)c1	27	-13	3	-5	2	0.3	0.1	0.3	-19	-1
COc1cc(S(=O)(=O)Nc2c(C)nn(C)c2C)ccc1NC(C)=O	x	3	-5	x	-10	i	x	-4.2	-2	0
COc1ccc(CC(=O)Nc2nc(-c3ccncc3)cs2)cc1	10	1	-9	3	-11	-0.2	x	-0.5	-10	1
CN(C)c1ccc(NC(=O)Nc2nc(C(N)C3CCCCC3)cs2)cc1 (centres undefined)	x	x	11	x	x	i	0.2	x	x	-2
Cc1c(C(=O)N2CCN(c3ccc(F)cc3)CC2)sc2nc(-c3ccccc3)cn12	21	6	-8	5	-18	2.2	-1.7	0.4	4	8
O=C(Cc1cccc(NC(=O)C2CCCN(C(=O)C3CCC3)C2)c1)Nc1cccc(C(=O)N2CCCCC2)c1 (centres undefined)	x	5	-15	x	-8	i	1.0	x	x	0
Cc1cc(C)cc(NC(=O)c2ccccc2NC(=O)CCC(=O)O)c1	8	-1	2	-1	6	-0.4	-1.5	1.7	1	2
O=C(c1ccc(F)cc1)C1CCN(C(=S)Nc2ccccc2)CC1	9	2	-6	-1	1	-7.1	5.6	-0.9	2	-4
Cc1ccc(S(=O)(=O)c2nc(-c3cccs3)oc2NCc2cccnc2)cc1	27	0	4	-1	2	i	1.5	2.0	3	2
O=C(Cn1nnc(-c2cccc(C(F)(F)F)c2)n1)NNS(=O)(=O)c1cccc(C(F)(F)F)c1	18	2	-3	9	-9	i	2.5	0.0	-4	0
Cc1ccc(NC(=O)c2ccc([N+](=O)[O-])o2)c(C)c1	23	2	4	3	-5	i	-2.2	-1.1	0	2
Cc1ccccc1NC(=O)c1ccc(S(=O)(=O)N(C)C)cc1	9	5	-8	-6	-5	-0.2	-0.1	1.1	-2	2
CCN(CC)C(=O)C1=C(C)N(CCCN2CCCC2=O)C(=O)C(CC(=O)NCc2cccs2)C1 (centres undefined)	x	3	9	x	x	-1.1	0.3	x	x	4

Looked up by structure from above (two):
SMILES	VHR inh abs	MazF activator	GDH-TPI inh	SARS 3CLpro inh	SSB-PriA inh	Vc quorum ag	BioA inh	UGM FP inh	Rv3671c inh	FBA Mtb inh
CN(C)c1ccc(NC(=O)Nc2nc(C(N)C3CCCCC3)cs2)cc1 (centres undefined)	x	x	11	x	x	i	0.2	x	x	-2
Cc1ccc(NC(=O)c2ccc([N+](=O)[O-])o2)c(C)c1	23	2	4	3	-5	i	-2.2	-1.1	0	2

Later entries.
SMILES	VHR inh abs	MazF activator	GDH-TPI inh	SARS 3CLpro inh	SSB-PriA inh	Vc quorum ag	BioA inh	UGM FP inh	Rv3671c inh	FBA Mtb inh
Cc1sc2ncnc(Sc3ccccc3C(=O)Nc3ccccc3Cl)c2c1C	16	-8	2	4	6	i	x	2.2	-16	-1
Cc1onc(-c2c(Cl)cccc2Cl)c1C(=O)Nc1ccc(Cl)cn1	29	4	-3	-1	-20	i	x	-4.5	-4	4
COCCn1c(SCC(=O)Nc2cccc(OC)c2)nnc1-c1ccc(Cl)cc1	-1	4	6	1	-2	-4.2	2.4	1.6	2	2
COc1ccc(C(=O)NCC(=O)N/N=C/c2c(C)[nH]c3ccccc23)cc1	21	5	9	3	x	-0.4	-1.6	-0.5	3	0
CCCCNC(=O)O[C@H]1C[C@@H]2CCN3C(=O)CCC[C@H]([C@H]1CC)[C@H]23	28	3	-5	-3	-10	2.9	2.0	-3.0	0	-1
CCOc1ccccc1NC(=O)CC1NCCNC1=O (centres undefined)	22	0	-6	-1	-6	i	1.1	-1.9	11	0
Cn1c2ccccc2c2nnc(SCC(=O)NCc3ccoc3)nc21	8	7	14	1	3	-0.5	x	-0.3	2	0
O=C(Cn1cnc2ccccc2c1=O)N1CCN(Cc2ccccc2)CC1	6	-9	7	2	1	-2.9	0.6	-0.7	3	-1
Cc1cc(OCC(=O)NCCO)cc(C)c1Cl	11	6	-6	2	-12	-6.2	-2.8	0.2	-1	1
C=CCc1ccc(O)c(-c2cc(CC=C)ccc2O)c1	-29	7	11	9	-1	-0.3	5.0	0.8	-6	34*

Filtered by structure, the compounds so far with a Cl atom (six)
SMILES	VHR inh abs	MazF activator	GDH-TPI inh	SARS 3CLpro inh	SSB-PriA inh	Vc quorum ag	BioA inh	UGM FP inh	Rv3671c inh	FBA Mtb inh
CC1CC2(CC(C)(C(=O)CSc3n[nH]c(-c4ccccc4Cl)n3)OC2=O)C(=O)O1 (centres undefined)	-20	2	14	-1	10	3.0	-1.0	-0.6	5	-3
CCCCCCC(=O)NC(Nc1ccc(S(N)(=O)=O)cc1)C(Cl)(Cl)Cl (centres undefined)	-3	-2	-11	1	7	-0.8	x	-0.4	-3	1
Cc1sc2ncnc(Sc3ccccc3C(=O)Nc3ccccc3Cl)c2c1C	16	-8	2	4	6	i	x	2.2	-16	-1
Cc1onc(-c2c(Cl)cccc2Cl)c1C(=O)Nc1ccc(Cl)cn1	29	4	-3	-1	-20	i	x	-4.5	-4	4
COCCn1c(SCC(=O)Nc2cccc(OC)c2)nnc1-c1ccc(Cl)cc1	-1	4	6	1	-2	-4.2	2.4	1.6	2	2
Cc1cc(OCC(=O)NCCO)cc(C)c1Cl	11	6	-6	2	-12	-6.2	-2.8	0.2	-1	1

Later entries
SMILES	VHR inh abs	MazF activator	GDH-TPI inh	SARS 3CLpro inh	SSB-PriA inh	Vc quorum ag	BioA inh	UGM FP inh	Rv3671c inh	FBA Mtb inh
COc1cc(CNCCc2c[nH]c3ccccc23)ccc1OCc1ccccc1F	17	36	6	0	38*	-0.3	2.9	-1.5	12	1
Cc1ccc(S(=O)(=O)N2CCN(c3ccccc3)CC2)cc1C(N)=O	4	-11	8	-6	-2	-0.5	x	-0.6	3	-3
C=CCn1c(SCC(=O)NC2CCCC2)nc2sc(C)cc2c1=O	x	-10	4	x	-8	-2.1	0.5	x	8	3
CCOc1ccc(Cl)cc1/C=C1/C(=O)ON=C1C	4	-1	4	4	2	i	-1.7	-0.2	-5	5
Cc1cc(C(F)(F)F)nn1CC(=O)NCc1ccco1	8	1	-1	1	-3	-0.3	-0.5	-0.7	7	0
c1ccc2c(c1)nc1n2CCN1CCNC1CCCCC1	-18	1	-4	-4	-12	-0.5	-1.3	1.8	-8	0
Cn1nnnc1SC1CC(=O)N(c2ccccc2)C1=O (centres undefined)	30	-5	-1	-3	-12	-0.7	x	-0.5	6	-1
Cn1c(=O)[nH]c(=O)c2c1nc(N/N=C/c1ccncc1)n2Cc1ccc(F)cc1	33	6	26	6	i	-0.6	-0.4	-1.7	3	1
CCOC(=O)CCSc1nc(C)c2cc(OC)ccc2n1	-31	-4	0	4	-38	i	-2.6	-1.3	-1	36*
O=C(NCc1ccc(F)cc1)C1CCN(S(=O)(=O)c2ccc(Cl)cc2)CC1	20	-24	4	7	-11	-0.4	-1.5	-0.1	4	0
CCOc1cc(CNCCSc2nnnn2C)cc(Br)c1OCc1ccc(F)cc1	1	-15	-4	1	-35	-0.3	x	1.0	-7	0
O=C(NC(=O)c1cc([N+](=O)[O-])ccc1Cl)C1=C(N2CCCC2)COC1=O	x	-8	6	x	-25	i	0.7	-5.1	7	3
Cc1cccc(N2CCN(C(=O)CCS(=O)(=O)c3ccc4c(c3)NC(=O)CO4)CC2)c1C	7	15	-9	-3	-12	0.4	-1.6	1.8	-4	-4
O=C(CN1CCN(c2ccc(F)cc2)CC1)Nc1cccc(C(F)(F)F)c1	7	-7	9	3	-7	i	1.0	1.8	2	-2
c1ccc(-c2sc3ccccc3c2-c2ccc(OCCN3CCCCC3)cc2)cc1	x	5	12	x	18	-0.4	0.3	2.1	-6	1
COC(=O)N1CC(c2ccccc2)CC1=O (centres undefined)	21	-10	-3	-7	-23	-0.2	x	1.7	-2	-2
Cc1cccn2c(=O)c(C=NCc3ccco3)c(Nc3ccc(SC(F)F)cc3)nc12	30	8	1	-1	-1	i	-2.8	0.9	3	-2
CCN1CCc2c(C#N)c(NCc3ccccc3)nc(NCCO)c2C1	40	2	9	-1	2	-11	1.5	2.2	-8	34*
O=S(=O)(c1ccc(Cl)cc1)N1CCN=C1SCc1cccnc1	23	-6	-2	0	-12	-0.3	x	-0.4	8	-3
CCSc1nnc(NC(=O)C2CCN(C(=O)c3ccc(F)cc3)CC2)s1	x	2	-8	x	-5	-6.3	0.2	4.7	1	0

Given as comma-separated lines: entries from further up.
structure,VHR inh abs,MazF activator,GDH-TPI inh,SARS 3CLpro inh,SSB-PriA inh,Vc quorum ag,BioA inh,UGM FP inh,Rv3671c inh,FBA Mtb inh
C=CCn1c(SCC(=O)NC2CCCC2)nc2sc(C)cc2c1=O,x,-10,4,x,-8,-2.1,0.5,x,8,3
CCOc1ccc(Cl)cc1/C=C1/C(=O)ON=C1C,4,-1,4,4,2,i,-1.7,-0.2,-5,5
Cc1cc(C(F)(F)F)nn1CC(=O)NCc1ccco1,8,1,-1,1,-3,-0.3,-0.5,-0.7,7,0
c1ccc2c(c1)nc1n2CCN1CCNC1CCCCC1,-18,1,-4,-4,-12,-0.5,-1.3,1.8,-8,0
Cn1nnnc1SC1CC(=O)N(c2ccccc2)C1=O (centres undefined),30,-5,-1,-3,-12,-0.7,x,-0.5,6,-1

An excerpt; rates above refer to the full screens.
